S3 lipid droplet = qHTS Assay for Lipid Storage Modulators in Drosophila S3 Cells; Drosophila S3 cells, BODIPY lipid droplet fluorescence, 18-24 h; cells fed with added oleic acid; lipid storage change, negative = inhibition, % at the top dose, mostly 46.1 µM; hits show Potency in µM; 320,000 tested, 0.64% active; AID 2685; active = well fitted inhibition curve with a large enough effect in the signal ratio, with a control signal flat, not every such curve was filed as active; inconclusive = small, poorly fitted or top-dose-only effect, or effect the other way, or a change in a side signal; the % refers to the signal ratio
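Drosophila S3 cells loaded with oleic acid (400 uM, as added) and compounds at several concentrations; lipid droplets imaged by 488-nm laser-scanning cytometry, 500–530 nm intensity and object ratio to cell channel. Percent activity normalized to 20 uM Triacsin C.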
S3 lipid droplet cell count max = second read-out of S3 lipid droplet, no call of its own (marks repeat the call); cell number change, %; measured here: cell count max response;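 cells counted by Cell Tracker Red CMTPX staining in the red channel; peak over a dose series mostly up to 46.1 µM; percent activity relative to internal control wells on each plate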
Active calls of the source: *; i = inactive; ? = inconclusive; nt = no result given; & = joins results of further samples. % is set by controls: 0 for no effect and ±100 for the full control effect; potency is the fitted concentration of half-maximal effect. An excerpt. The share of hits here may be higher or lower than overall.

SMILES | S3 lipid droplet | S3 lipid droplet cell count max
CCOC(=O)C1=C(C)NC(C)=C(C(=O)OCC)C1C(=O)OCC(=O)N(C)C | ? | nt
COc1ccccc1NC(=S)Nc1cccc(F)c1 | 0% | -18
CCOc1ccc(OCC(O)CN2CCN(S(=O)(=O)c3cccc(C(F)(F)F)c3)CC2)cc1 (stereo not given) | 13% | 10
CCN1CCN(C(=O)NC2CC(=O)N(c3ccc(OC)cc3)C2)CC1 (stereo not given) | -13% | -11
Cc1ccc(C(=O)c2cc(C)sc2NC(=O)CN2CCN(C(=O)c3ccco3)CC2)cc1 | ? | nt
CCN(CC)S(=O)(=O)c1ccc(N2CCOCC2)c(NC(=O)Cc2cccc3ccccc23)c1 | -17% | 3
Cc1cc(=O)oc2ccc(OC(=O)CC(C)C)cc12 | ? | nt
C/C(CC(=O)Nc1cccc(Cl)c1)=N\NC(=O)Cc1ccc(Cl)cc1 | ? | nt
Cc1ccc(N(CC(N)=O)C2SC(=O)N(C)C2=O)cc1 (stereo not given) | i | 20
COCCOc1nc2c(c(=O)n(C)c(=O)n2C)n1Cc1cccc(OC)c1 | ? | nt
CCN(CC)c1cc(NCCO)c([N+](=O)[O-])c2nonc12 | -3% | 7
CCN(CC)c1ccc(C2=NNC(=O)CC2C)cc1[N+](=O)[O-] (stereo not given) | ? | nt
CCCc1cc(CNC(=O)C2CCC(=O)N(Cc3ccccc3OC)C2)on1 (stereo not given) | ? | nt
Clc1ccc(Cl)c(OCCCCN2CCNCC2)c1 | ? | nt
CN1CCN(S(=O)(=O)c2ccc3ccccc3c2)CC1 | ? | nt
Cc1ccc(OCC(O)Cn2c(N3CCCCC3)nc3c2c(=O)[nH]c(=O)n3C)cc1 (stereo not given) | ? | nt
O=C(COc1ccc(NC(=O)c2ccccc2[N+](=O)[O-])cc1)c1ccc(F)cc1 | ? | nt
COc1ccc(-n2c3c(cc(C(=O)NCC(=O)c4ccccc4)c2=O)C(=O)CC(C)(C)C3)cc1 | -11% | 12
CC(CCc1ccccc1)NC(=O)CSc1nnnn1C (stereo not given) | 0% | 10
O=C(c1cccc(Cl)c1)N1CCC(=O)N(C(COCc2ccccc2)Cc2ccccc2)CC1 (stereo not given) | ? | nt
COc1ccc(N2CCN(CC(=O)NCc3ccccc3)CC2)cc1 | ? | nt
COc1cc2c(cc1OC)C1(Nc3c-2c(-c2ccccc2)nn3-c2ccccc2)C(=O)Nc2ccccc21 (stereo not given) | ? | nt
COc1ccc(C(=O)NC(C)c2nccs2)cc1OC1CCN(C(C)C)CC1 (stereo not given) | i | 13
CN(CCC#N)C(=O)COC(=O)[C@H](Cc1ccccc1)N1C(=O)c2ccccc2C1=O | 5% | -6
Cc1cc(C)c(S(=O)(=O)NCC(CCC(=O)O)C(F)(F)F)c(C)c1 (stereo not given) | ? | nt

Part of the list above, set out differently.
SMILES	S3 lipid droplet	S3 lipid droplet cell count max
CCOC(=O)C1=C(C)NC(C)=C(C(=O)OCC)C1C(=O)OCC(=O)N(C)C	?	nt
COc1ccccc1NC(=S)Nc1cccc(F)c1	0%	-18
CCOc1ccc(OCC(O)CN2CCN(S(=O)(=O)c3cccc(C(F)(F)F)c3)CC2)cc1 (stereo not given)	13%	10
CCN1CCN(C(=O)NC2CC(=O)N(c3ccc(OC)cc3)C2)CC1 (stereo not given)	-13%	-11
Cc1ccc(C(=O)c2cc(C)sc2NC(=O)CN2CCN(C(=O)c3ccco3)CC2)cc1	?	nt
CCN(CC)S(=O)(=O)c1ccc(N2CCOCC2)c(NC(=O)Cc2cccc3ccccc23)c1	-17%	3
Cc1cc(=O)oc2ccc(OC(=O)CC(C)C)cc12	?	nt
C/C(CC(=O)Nc1cccc(Cl)c1)=N\NC(=O)Cc1ccc(Cl)cc1	?	nt
Cc1ccc(N(CC(N)=O)C2SC(=O)N(C)C2=O)cc1 (stereo not given)	i	20
COCCOc1nc2c(c(=O)n(C)c(=O)n2C)n1Cc1cccc(OC)c1	?	nt
CCN(CC)c1cc(NCCO)c([N+](=O)[O-])c2nonc12	-3%	7
CCN(CC)c1ccc(C2=NNC(=O)CC2C)cc1[N+](=O)[O-] (stereo not given)	?	nt
CCCc1cc(CNC(=O)C2CCC(=O)N(Cc3ccccc3OC)C2)on1 (stereo not given)	?	nt
Clc1ccc(Cl)c(OCCCCN2CCNCC2)c1	?	nt

Continued:
SMILES | S3 lipid droplet | S3 lipid droplet cell count max
CCN(CC)S(=O)(=O)c1cccc(NC(=O)/C=C/c2cccc([N+](=O)[O-])c2)c1 | -15% | -6
CCOC(=O)C1CCCN(c2nnnn2-c2ccccc2)C1 (stereo not given) | ? | nt
CC(=O)c1ccc(C(=O)N2CCC(n3nccc3NC(=O)C3CC3)CC2)cc1 | ? | nt
CCn1c(SCC(=O)N/N=C/C=C/c2ccco2)nc2ccccc21 | ? | nt
CCC(C)[C@H](NC(=O)N1CCn2c1nc1ccccc12)C(=O)NCc1ccc(OC)cc1 (stereo not given in full) | i | -12
CC(=O)Nc1ccc(SCC(=O)NNC(=O)CN(C)S(=O)(=O)c2ccc(C)cc2)cc1 | ? | nt
CS(=O)(=O)CCC(C(=O)Nc1ccc2c(c1)OCO2)N1Cc2ccccc2C1=O (stereo not given) | -6% | 9
CN(C)c1ccc(NC(=O)c2cccc(N3C(=O)C4C5C=CC(C5)C4C3=O)c2)cc1 (stereo not given) | ? | nt
CC1CCN(C(=O)CN2C(=O)C(=O)N(C(C)C)C2=O)c2ccccc2S1 (stereo not given) | -9% | -10
O=C(CCS(=O)(=O)c1cccc2nsnc12)N1CCN(Cc2ccc3c(c2)OCO3)CC1 | 12% | -20
CC(C)c1cc(CNC(=O)c2ccc(OC3CCN(Cc4ccccn4)CC3)cc2)on1 | ? | nt
COc1ccccc1/C=C1/SC(=S)N(CCC(=O)Nc2cccnc2)C1=O | ? | nt
COc1cc(NC(=O)C2CC(c3ccccc3Cl)=NO2)cc(OC)c1OC (stereo not given) | ? | nt
NS(=O)(=O)c1ccc(-c2ccc(/C=C3\NC(=S)NC3=O)o2)cc1 | i | 10
CCC(CC)C(=O)Nc1cccc(C(=O)c2ccccc2)c1 | ? | nt
COc1cc(C(=O)N/C(=C\c2cn(C)c3ccccc23)C(=O)N2CCOCC2)cc(OC)c1OC | ? | nt
O=C1CCc2cc(S(=O)(=O)Nc3ccccc3Cl)ccc2N1 | ? | nt
O=C(CCS(=O)(=O)c1ccc(Cl)cc1)NCCN1C(=O)S/C(=C\c2ccccc2F)C1=O | ? | nt
CCn1c(SCCN2CCOCC2)nc2c1c(=O)n(C)c(=O)n2C | ? | nt
Cc1cc(=O)[nH]c(Nc2cccc(Br)c2)n1 | ? | nt
COC(=O)c1ccc(N2CCN(S(=O)(=O)c3ccc(C)cc3)CC2)c([N+](=O)[O-])c1 | ? | nt
CCC(=O)NC(c1cc(Cl)c2cccnc2c1O)C(C)C (stereo not given) | 7% | 17&-9
CCOc1ccc(NC(=O)c2ccc(Cn3nc(C)cc3C)o2)cc1 | ? | nt
CN(C)c1ccnc(-n2cccc2/C=N/OCc2ccc(F)cc2Cl)c1C#N | ? | nt
COc1ccc2[nH]c(C(=O)N3CCC(n4nccc4NC(=O)C4CC4)CC3)c(C)c2c1 | ? | nt

Continued:
SMILES | S3 lipid droplet | S3 lipid droplet cell count max
O=C(O)C1CCCN1S(=O)(=O)c1ccc2ccccc2c1 (stereo not given) | 6% | 3
CN1CC(=O)N(CC(=O)Nc2cccc(S(=O)(=O)N3CCOCC3)c2)C1=O | -1% | -21
O=C(Nc1nnc(CCN2CCOCC2)s1)c1ccccc1 | ? | nt
CCOC(=O)c1c(C)nc2ccccc2c1C | i | nt
Cc1cc(C(=O)N/N=C/c2ccc(N(C)C)o2)cs1 | ? | nt
O=c1[nH]cccc1-c1nc2ccccc2n1Cc1ccc(F)cc1 | -5% | -6
CCN(CC)c1ccc(CNc2ccc(Br)cn2)cc1 | i | nt
COCCCNc1nc2ccccc2nc1NS(=O)(=O)c1cccc(C)c1 | ? | nt
CS(=O)(=O)N1CCc2cc(C(=O)N3CCCC3)ccc21 | ? | nt
CC(C)CN(C(=O)C1=NN(c2ccccc2)C(=O)CC1)c1c(N)n(Cc2ccccc2)c(=O)[nH]c1=O | ? | nt
CCN(CC)CC(=O)Nc1cccc2c1C(=O)c1ccccc1C2=O | 2% | 7
COC(=O)COn1c(SC(C)C)nc2ccccc2c1=O | ? | nt
CC(=O)Nc1ccc(Nc2c3ccccc3nc3ccccc23)cc1 | ? | nt
COc1cccc(CNC(=O)CN(C)S(=O)(=O)c2ccc3c(c2)CC(C)N3C(C)=O)c1 (stereo not given) | ? | nt
COc1ccc(NC(=O)CSc2cc(C(=O)c3nccn3C)c3ccccc3n2)cc1 | -6% | nt
COCc1cc(C)n(CC(=O)Nc2ccccc2C(=O)OC)c(=O)c1C#N | ? | nt
Cc1ccc2nc(SC(C)C(=O)NCc3ccco3)[nH]c2c1 (stereo not given) | ? | nt
CCN(CCCNC(=O)COc1cc(=O)n(C)c2ccccc12)c1cccc(C)c1 | 13% | -8
C/C(CC1CC(COCC(C)C)OC1=O)=N\NC(N)=S (stereo not given) | 8% | 5
CCCCOC(=O)NC1CCS(=O)(=O)C1 (stereo not given) | ? | nt
Cc1onc(-c2ccccc2)c1C(=O)N1CCN(CCc2ccccc2)CC1 | ? | nt
C#CCn1c(S(=O)(=O)Cc2ccccc2Cl)nc(-c2ccccc2)c1-c1ccccc1 | ? | nt
Cc1cccc(NC(=S)NCc2ccco2)n1 | 9% | nt
Clc1cccc(/C=N/Nc2ncnc3ccccc23)c1 | ? | nt
COc1cc(/C=N/NC(=O)COc2ccccc2C)ccc1OC(=O)c1cccs1 | ? | nt

The list goes on.
SMILES | S3 lipid droplet | S3 lipid droplet cell count max
Cc1ccccc1C(=O)NCC(=O)OC(C)C(=O)Nc1cccc(S(=O)(=O)N2CCOCC2)c1 (stereo not given) | ? | nt
CC(C)(C)NC(=S)Nc1ccc(Br)cc1 | ? | nt
CCOc1ccc(-c2c(C(=O)N/N=C/c3ccncc3)nnn2-c2nonc2N)cc1 | ? | nt
COC(=O)CNC(=O)C(C)NC(=O)CNC(=O)OCc1ccccc1 (stereo not given) | -21% | 2
Nc1nnc(Cc2ccc(Cl)cc2Cl)s1 | ? | nt
CC(C)C(NC(=O)c1ccc(Cl)cc1)C(=O)O (stereo not given) | ? | nt
Cn1cnnc1SCCC(=O)Nc1ccc(Cl)cc1 | ? | nt
COc1ccc(CCNC(=O)CCCn2ncn3c(cc4occc43)c2=O)c(OC)c1 | -9% | nt
COc1ccc(CNC(=O)C(C)N2C(=O)COc3ccc(C)cc32)c(OC)c1 (stereo not given) | ? | nt
COCCNC(=S)N1CCc2cc(OC)c(OC)cc2C1COc1ccc(F)cc1 (stereo not given) | ? | nt
COc1ccc(OC)c(-c2nc(C(=O)NCC3CCCO3)cc3c2[nH]c2ccccc23)c1 (stereo not given) | ? | nt
CCN(c1ccccc1)S(=O)(=O)c1ccc(Cl)c(C(=O)OCC(=O)c2[nH]c(C)c(C(C)=O)c2C)c1 | ? | nt
O=C(NC1(O)C(=O)c2ccccc2C1=O)c1ccc(C(F)(F)F)cc1 | 14% | -2
NNc1nnnc2c1sc1nc(N3CCOCC3)c3c(c12)CCCC3 | 26% | -10
CCOC(=O)C(C)N1N=C(/C=C/c2ccc(C)cc2)CCC1=O (stereo not given) | -18% | -26
O=C(NC(=S)Nc1ccc(CN2CCOCC2)cc1)c1cccc(F)c1 | i | -10
CC(C)Oc1ccc(C(=O)NC2CCS(=O)(=O)C2)cc1 (stereo not given) | i | nt
CCOC(=O)c1ccc(Nc2ccc([N+](=O)[O-])cn2)cc1 | ? | nt
CCCCC(=O)NCCNc1nc2c(c(=O)n(C)c(=O)n2C)n1Cc1ccccc1 | i | nt
COc1ccc(C(=O)NCCCNC(=O)c2cc3ccccc3[nH]2)cc1OC | ? | nt
C/C(Cc1ccccc1)=N\NC(=O)CNC(=O)c1ccc(Cl)cc1Cl | -1% | -6
Nc1nncn1C(=O)c1cccs1 | ? | nt
CCN(CC1CCCO1)C(=O)c1cc(COc2cc(C)c(Cl)c(C)c2)on1 (stereo not given) | 16% | 13
COc1ccccc1N1CCN(C(CNS(=O)(=O)c2cccs2)c2cccnc2)CC1 (stereo not given) | ? | nt
O=C(N/N=C/c1cccc2ccccc12)c1ccc(CN2CCOCC2)cc1 | ? | nt

(more compounds)
SMILES | S3 lipid droplet | S3 lipid droplet cell count max
Cc1ccc(CNC(=O)CN2CCC(C(N)=O)CC2)cc1 | ? | nt
COc1ccc(/C=N/Nc2ccc(C(F)(F)F)cc2[N+](=O)[O-])cc1O | ? | nt
COC(=O)C1=C(C)N(C)C(=S)NC1c1c(OC)ccc2ccccc12 (stereo not given) | ? | nt
O=C1CSC(=S)N1c1cccnc1 | ? | nt
C/C(CC(=O)Nc1ccc(Cl)c(Cl)c1)=N\NC(N)=S | 1% | nt
COc1ccc(OC)c(C(=O)NC(CC(N)=O)c2ccc(NCCN3CCOCC3)c([N+](=O)[O-])c2)c1 (stereo not given) | ? | nt
Cc1nc2cc(NC(=O)NCCC3=CCCCC3)ccc2o1 | -13% | 5
O=C(OCc1cc(=O)n2cc(Br)ccc2n1)C1COc2ccccc2O1 (stereo not given) | ? | nt
CCN(Cc1nc2cc(OC)c(OC)cc2c(=O)[nH]1)C(=O)c1ccc(S(=O)(=O)N(C)C)cc1 | i | nt
CCOc1cc(S(=O)(=O)N(CC)CC)ccc1Br | 3% | 3
Cc1onc(-c2ccccc2)c1C(=O)Nc1ccc(S(=O)(=O)N2CCCC2)cc1 | -5% | -19
CCCOc1ccc(N2C(=O)CC(N(Cc3ccc(S(N)(=O)=O)cc3)C(=O)CC)C2=O)cc1 (stereo not given) | ? | nt

Screening data (PubChem)
